KDM5B inh – blocks human KDM5B histone demethylase activity; Q9UGL1; actives 2.6% (n = 220,000); Potency, µM (titrated, usually from 57.7 µM), for the others: top-dose activity change, negative = inhibition, most hits filed as inhibitors; KDM5B demethylase, FDH-coupled NADH fluorescence (FDH is formaldehyde dehydrogenase); AID 1347165; active means well fitted inhibition curve with a large enough effect; inconclusive means small, poorly fitted or top-dose-only effect; inactive means no such curve, though single readings can be large or run the other way; further: 0% is about no effect; nearly all actives have a fitted effect of over 70% in size
Target sequence (Q9UGL1 whole entry, looked up): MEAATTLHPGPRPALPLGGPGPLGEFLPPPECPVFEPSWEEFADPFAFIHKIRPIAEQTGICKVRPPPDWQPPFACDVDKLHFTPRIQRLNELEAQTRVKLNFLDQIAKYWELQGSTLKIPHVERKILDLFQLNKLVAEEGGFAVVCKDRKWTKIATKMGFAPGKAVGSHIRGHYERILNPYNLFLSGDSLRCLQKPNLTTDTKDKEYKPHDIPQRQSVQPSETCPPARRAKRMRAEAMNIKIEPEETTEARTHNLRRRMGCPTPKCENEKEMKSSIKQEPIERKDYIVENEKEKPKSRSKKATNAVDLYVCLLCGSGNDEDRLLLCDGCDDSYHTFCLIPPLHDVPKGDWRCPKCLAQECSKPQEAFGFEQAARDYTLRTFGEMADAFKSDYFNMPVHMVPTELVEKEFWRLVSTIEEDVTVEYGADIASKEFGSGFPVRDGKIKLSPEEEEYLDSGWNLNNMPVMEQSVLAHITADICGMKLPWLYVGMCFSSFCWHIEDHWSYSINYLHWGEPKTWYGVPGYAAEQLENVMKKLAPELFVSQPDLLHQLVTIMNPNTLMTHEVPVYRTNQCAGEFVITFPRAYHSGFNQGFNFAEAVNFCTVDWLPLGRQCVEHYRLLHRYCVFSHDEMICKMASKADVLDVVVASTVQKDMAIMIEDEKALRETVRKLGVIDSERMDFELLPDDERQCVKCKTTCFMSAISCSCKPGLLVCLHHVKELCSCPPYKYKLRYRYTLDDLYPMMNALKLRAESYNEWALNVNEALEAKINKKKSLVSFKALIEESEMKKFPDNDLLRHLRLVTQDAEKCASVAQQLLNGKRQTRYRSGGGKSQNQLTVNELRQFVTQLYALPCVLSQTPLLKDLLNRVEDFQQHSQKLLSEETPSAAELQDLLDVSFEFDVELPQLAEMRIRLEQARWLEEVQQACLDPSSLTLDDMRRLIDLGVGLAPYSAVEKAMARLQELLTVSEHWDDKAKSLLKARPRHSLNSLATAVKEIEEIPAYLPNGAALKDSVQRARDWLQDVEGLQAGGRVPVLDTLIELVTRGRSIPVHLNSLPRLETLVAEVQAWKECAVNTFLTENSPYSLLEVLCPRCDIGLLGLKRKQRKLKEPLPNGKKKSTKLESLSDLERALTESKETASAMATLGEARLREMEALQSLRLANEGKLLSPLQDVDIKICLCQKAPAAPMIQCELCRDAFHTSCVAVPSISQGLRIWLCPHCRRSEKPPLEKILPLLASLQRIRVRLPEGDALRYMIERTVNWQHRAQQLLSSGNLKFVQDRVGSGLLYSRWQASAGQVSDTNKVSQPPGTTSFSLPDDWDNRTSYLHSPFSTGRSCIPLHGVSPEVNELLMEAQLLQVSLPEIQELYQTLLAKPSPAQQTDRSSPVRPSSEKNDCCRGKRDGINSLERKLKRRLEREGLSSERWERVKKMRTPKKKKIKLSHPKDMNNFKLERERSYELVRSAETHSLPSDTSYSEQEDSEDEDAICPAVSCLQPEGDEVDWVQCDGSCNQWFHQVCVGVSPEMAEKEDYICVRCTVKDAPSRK
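qHTS format, multiple compound concentrations. Buffer 50 mM HEPES pH 7.5/0.01% Tween-20; 200 nM KDM5BΔAP final; 10 min compound preincubation; substrate-mix levels 12.5 µM peptide, 25 µM α-KG, 0.25 mM NAD⁺; 30 min RT; ΔRFU.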
* marks the source's active call; other numbers are inactive results; i = inactive; ? = inconclusive; & = joins results of further samples; [ ] = dose if it differs, or a comment. Potency means the concentration at half of the fitted maximal effect.

KDM5B inh,smiles
?,Fc1ccc(-c2nnc3ccc(NCC4CC4)nn23)nc1
-2.2%,CC(Sc1ccccc1)C(=O)Nc1ccc(N2CCN(C)CC2)nc1 (stereo not given)
13.9%&-3.9%,COc1ccc(Cl)cc1NC(=O)Cn1nc(Cc2ccncc2)c2ccccc2c1=O
9.4%,CC(C)c1ccc(NC(=O)c2ccc3c(O)c(S(=O)(=O)c4ccccc4)c(=O)[nH]c3c2)cc1
-36.1%,CCc1ccc(NC(=O)c2ccc3nc(C(C)C)oc3c2)cc1
31.2%,O=C([C@H]1C[C@H](Oc2ccccc2)CN1C(=O)COc1ccc(F)cc1)N1CCOCC1
?,O=C(NCc1ccc(Cl)cc1)c1ccc(NC(=O)N2CC3CCCN3c3ccccc32)cc1 (stereo not given)
-11.5%[86.2 µM],CN1C(=O)C2(CCN(Cc3ccc(C#N)cc3)C2)c2ccccc21 (stereo not given)
-27.0%,CCc1cc(N(C)Cc2ccc(OC)c(OC)c2)n2nccc2n1
?,Cc1ccc(Cl)cc1N1CCN(C(=O)c2cn(C)c3ccc(S(=O)(=O)N4CCCCC4)cc3c2=O)CC1
?,CCS(=O)(=O)NCC1(COCCOC)C[C@@H](O)[C@@H](O)C1 (stereo not given in full)
-1.4%,CCOCCCNCc1ccc(C)s1
?,Cc1ccc(NC(=O)Cn2c(=O)n(CCCCC(=O)NCc3ccccc3Cl)c(=O)c3ccccc32)cc1C
0.7%,O=C1CC(c2ccccc2)N(Cc2ccncc2)CCCN(S(=O)(=O)c2cccc(F)c2)CCN1 (stereo not given)
6.8%,COc1cc(Cl)c(NC(=O)C2CCN(S(=O)(=O)c3c(C)noc3/C=C/c3ccccc3F)CC2)c(OC)c1
?,CN1CCN(c2ccc(NC(=O)c3cnc4ccccc4n3)cc2)CC1
?,COCCN1Cc2ccc(NCc3ccccc3)nc2C(C)(C(=O)Nc2ccc(F)cc2)C1 (stereo not given)
-2.7%,CCc1ccc(C(=O)N2CCC(Oc3ncccc3C(=O)N3CCCCC3)C2)cc1 (stereo not given)
22.0%,CC1(C)CC(=O)C2=C(C1)NC(=O)C(C#N)C2c1ccccc1 (stereo not given)
?,Brc1ccsc1/C=N/Nc1ccccc1
-12.0%,CCOC(=O)c1cnc2ccc(C)cc2c1Nc1ccc(C(C)=O)cc1
-0.1%,Cc1cc(C2CCCN2C(=O)c2cc(F)cc(F)c2)on1 (stereo not given)
-24.8%,CCOc1ccc(NC(=O)Cn2c(N3CCC(C)CC3)nc(C)cc2=O)cc1
16.0%,Cc1c(Cl)cccc1NC(=O)c1nc2ccccc2nc1N1CCCC1
25.1µM*,c1cncc(COc2cc3c(cn2)NCCN(CC2CCCCC2)C3)c1
?,Cc1nn(C)cc1CN1CCC(O)(c2ccccc2)[C@H](N2CCCC2)C1 (stereo not given in full)
-28.0%,CCOCC(=O)N[C@H]1CN(Cc2nc(C)c(C)n2C)C[C@@H]1C(C)C
?,CC(C)CCC(C)Nc1ncnc2c1CN(C1CCCNCC1)C(=O)CN2C (stereo not given)
?,COc1ccc(Nc2nc(N)nc(CSc3nc4ccccc4s3)n2)cc1
?,Cc1ccc(-c2cn3c(n2)CO[C@@H](CNC(=O)C2CCCC2)C3)cc1

(list continues)
KDM5B inh,smiles
?,CN(C)CCO/N=C(\c1ccc(Br)cc1)c1cccnc1
-11.4%,CCN(c1ccc(-c2csc(C3CC3)n2)cc1)S(C)(=O)=O
7.6%,CCN1CCN(C(=O)Nc2ccc(C)cc2C)CC1
?,CC(CNC(=O)c1noc(-c2ccc3c(c2)OCO3)n1)c1ccccc1 (stereo not given)
-4.7%,c1ccc(COc2ccc(CNCC3CCCO3)cc2)cc1 (stereo not given)
19.1%,O=S(=O)(NCc1cn(Cc2ccccc2)nn1)c1ccccc1Br
-4.9%[86.2 µM],O=C(C[C@@H]1CCNC[C@@H]1Cc1cc(-c2ccccn2)on1)NCc1ccccc1
3.1%[86.2 µM],NC(=O)CN1C(=O)CO[C@H]2CN(Cc3ccc(C(F)(F)F)cc3)C[C@H]21
-16.4%,Cc1cccc(N2CCN(C(=O)Cc3c(C(=O)O)c(C)cn3C)CC2)c1C
-5.4%,Cc1ccc(S(=O)(=O)c2nnn3c2nc(N2CCCC2)c2sccc23)cc1
0.6%,CCCNc1c(NC(=O)NCc2ccccc2)c(=O)oc2ccccc12
-1.2%,CSc1nc(N)c2c3c(sc2n1)CCCC3C (stereo not given)
?,COCC1CN(C2CCC2)CC12CCN(C(=O)Cc1cccc(OC)c1)CC2 (stereo not given)
-10.3%,O=C1COc2ccc(-c3cc(-c4ccccc4)c4c(n3)-c3cc(Cl)ccc3OC4)cc2N1
-16.7%,CCOC(=O)c1ccc(Nc2nc3nonc3nc2Nc2cccc(C)c2C)cc1
13.7%,COc1ccc(N2C(=O)CSC2c2ccc([N+](=O)[O-])cc2)cc1 (stereo not given)
-22.4%,Cc1ccc(Cl)cc1NC(=O)c1sc(-n2nc(C)c(Cc3ccc4c(c3)OCO4)c2C)nc1C
-14.4%,CC(=O)N1CCCN(Cc2nnc(C(=O)N3CCC[C@@H]3C(c3ccccc3)c3ccccc3)n2-c2ccccc2)CC1
9.4%,Cc1ccc(S(=O)(=O)N2CCC(CCC(=O)NC3CCS(=O)(=O)C3)CC2)cc1 (stereo not given)
-13.5%,CC(C)n1ccnc1CN1CCc2onc(-c3ccc(Cl)cc3)c2C1
?,c1cncc(-c2nc(-c3ccc(OC4CNC4)cc3)no2)c1
21.1%,CCC(C)NC(=O)/C(C)=C/c1ccccc1 (stereo not given)
-25.5%[115 µM],CCc1nc2c(c(-c3ccc(OC)cc3)n1)CCN(Cc1ccc(OC)cc1)CC2
-1.2%,Cc1cccc(C(=O)Nc2nnc(S(=O)(=O)N(C)Cc3ccccc3)s2)c1
-1.4%,O=C(Cc1ccc(N(Cc2cccc(F)c2)C(=O)c2ccco2)cc1)NCC1CCCO1 (stereo not given)
?,CCOc1ccc(NC(=O)Cc2ccccc2)c2cccnc12
?,CC(C)c1cc(CN(C)C(=O)CN2C(=O)COc3cccnc32)on1
-58.9%,O=Cc1ccc(OCCN2CCCC2)cc1
-26.1%,C=CCCC(CN1CCCC1)Oc1ccc(-c2ccccc2)nn1 (stereo not given)
7.0%,CCC(=O)N(C1CCOCC1)C1CCN(S(=O)(=O)c2ccccc2Cl)CC1

4 consecutive entries from above:
KDM5B inh,smiles
?,CC(C)c1cc(CN(C)C(=O)CN2C(=O)COc3cccnc32)on1
-58.9%,O=Cc1ccc(OCCN2CCCC2)cc1
-26.1%,C=CCCC(CN1CCCC1)Oc1ccc(-c2ccccc2)nn1 (stereo not given)
7.0%,CCC(=O)N(C1CCOCC1)C1CCN(S(=O)(=O)c2ccccc2Cl)CC1

More compounds
KDM5B inh,smiles
?,O=C1c2c(nc(COc3cccc(F)c3)n2Cc2ccccc2)NCCN1CCOc1ccccc1
-11.8%,CCN(CC)C(=O)Cn1cc(SCC(=O)Nc2cccc(F)c2)c2ccccc21
10.6%[86.2 µM],CC(C)c1ccc(N2C(=O)N[C@@H]3CCN(C(=O)C4CCCCC4)[C@@H]3C2=O)cc1
?,CCN1c2cc(C(=O)N3CCC(C(N)=O)CC3)ccc2C(=O)N2CCCCCC21 (stereo not given)
2.0%,O=C1CC2(CCN(Cc3ccc(F)cc3)CC2)Oc2ccccc2N1c1ccccc1
-16.5%,COc1cccc(OC)c1C(=O)Nc1ccc(-c2nc3ccccc3o2)cc1
-7.1%,O=[N+]([O-])c1cc(Nc2ccccc2)c(/C=N/Nc2ccccc2)c([N+](=O)[O-])c1
112.7%[activator],Cc1ccc(NC(=O)CSc2nc(CN(C)C)nc3ccccc23)c(C)c1
6.5%,S=C(N/N=C/C1CC=CCC1)NC1CCCCC1 (stereo not given)
-5.9%,Cc1ccccc1C(=O)N1CCC(C(=O)NCC(F)(F)F)CC1
-25.1%[115 µM],COc1ccc(N2Cc3c(NCC(C)C)ncnc3N(C)CC2=O)cc1
-4.3%,Cc1ccc2c(=O)c(C(=O)c3ccc(F)cc3)cn(CC(=O)NCCc3ccccc3)c2n1
?,Cc1nc(SCC(=O)Nc2cc(C(N)=O)cc(C(N)=O)c2)c2c(C)c(C)sc2n1
-27.7%,COc1ccc(OC)c(C2/C(=C(\O)c3ccc4c(c3)OCCO4)C(=O)C(=O)N2CC2CCCO2)c1 (stereo not given)
-15.9%,COc1cccc(N2CC(NC(=O)COc3ccccc3F)CC2=O)c1 (stereo not given)
17.2%,CN1CCC(NC(=O)c2ccc3c(c2)N(S(=O)(=O)c2ccccc2F)CC3)CC1
9.1%,CC(C)Cn1nc(C(=O)Nc2ccc3nc(N4CCOCC4)sc3c2)c2ccccc2c1=O
25.1%[115 µM],O=C(C1CCOCC1)N1CCC2(CN[S+](=O)([O-])c3cnccc3O2)C1 (stereo not given)
-11.7%,CCCNC(=O)C1COC2(CCCCC2)N1C(=O)c1cccc(Cl)c1 (stereo not given)
-4.2%,O=c1c2c3c(sc2n(Cc2cc(=O)n4ccccc4n2)c(=O)n1-c1ccc(Cl)cc1)CCC3
5.8%,Cc1ccc(NC(=O)Cn2c(=O)c(-c3noc(C)n3)c3n(c2=O)CCCCC3)c(C)c1
-1.6%,COc1ccccc1OCC(=O)NCC(c1ccc(Cl)cc1)N1CCOCC1 (stereo not given)
?,Cc1onc(-c2ccccc2Cl)c1C(=O)Oc1ccc(Br)cc1
-6.7%,CCC(=O)Oc1ccc2c(=O)c(-c3nc4ccccc4s3)c(C)oc2c1
-8.3%,O=C(CSc1nc(NC2CC2)c2ccccc2n1)NC1CC1
14.3%,Cc1ccc(-c2noc(CNC(=O)COc3cccc(C)c3)n2)cc1
?,O=C1CC(C(=O)O)C2(CCN(c3cc(C(=O)O)c4ccccc4n3)CC2)N1 (stereo not given)
3.5%,CCc1noc(CS(=O)(=O)Cc2cc(C)ccc2C)n1
-5.8%,Cc1ccc(OCc2cc(C(=O)N3CCCCCCC3)no2)cc1C
-35.2%,O=C(c1ccccc1Br)N1CCN(c2cc(-c3cccs3)[nH]n2)CC1

Going on with the list:
KDM5B inh,smiles
1.3%,CC(c1cccc(-c2nc3c(cc2C(N)=O)CCC3)c1)N1CCCC1 (stereo not given)
?,Cc1ccc(S(=O)(=O)/N=C(\N)Nc2nc(C)c3cc(C)ccc3n2)cc1
15.2%,COC[C@H]1NC(=O)CC[C@H]1C(=O)NCc1ccccc1
9.5%,Cc1cccc(NC(=O)C(C#N)=C2CCCC2)c1
97.3%[activator],COc1ccc2oc(=O)c(-c3cn4ccc(C)cc4n3)cc2c1
-8.9%,CN(CC(=O)NCCCN1CCOCC1)S(=O)(=O)c1ccc(F)cc1
8.1%,O=C(CN1C(=O)NC2(CCCCC2)C1=O)Nc1cc(F)ccc1F
31.6µM*,COc1cc(SC)ccc1C(=O)N[C@H]1C[C@H]2C(=O)Nc3ccc(-c4ccc5c(c4)OCO5)cc3C(=O)N2C1
0.4%,Cc1ccccc1OCc1ccc(-c2nc(C#N)c(N(C)C)o2)o1
79.4µM*,COc1ccc(C2(C(=O)N3CCN(c4ccccn4)CC3)CCOCC2)cc1
-12.3%,COc1ccc(C2CC(=O)c3cc(-c4nc(-c5cccc([N+](=O)[O-])c5)cs4)c(=O)n(-c4ccccc4)c3C2)cc1 (stereo not given)
?,CCCCC(=O)Nc1ccc2oc(-c3ccc(OC)cc3)nc2c1
9.1%,Cc1ccc2oc(-c3cccc(NC(=O)c4ccc([N+](=O)[O-])o4)c3C)nc2c1
-23.4%,COCCNC(=O)c1ccc(OC2CCN(Cc3cccc4c3OCO4)CC2)c(Cl)c1
12.2%,COc1ccc(C2c3c(-c4c(C)cc(C)cc4O)n[nH]c3C(=O)N2CCO)cc1OC (stereo not given)
8.1%,COc1ccc(C(=O)N[C@@H]2CCC[C@@H]2C(=O)NCc2ccc(OC(C)C)cc2)cc1
-7.0%,COc1ccc([C@@H](NC(=O)c2scc3c2CCCC3)C2CC(O)C2)cn1 (stereo not given in full)
35.5µM*,CCn1nc(CC(C)C)cc1C(=O)N1C[C@@H](NC(C)=O)[C@H](C(C)C)C1
?,O=C1NCCN(Cc2ccoc2)C1CC(=O)N(CCO)Cc1ccccc1F (stereo not given)
-21.9%,O=c1c2ccccc2c(-c2ccc(Cl)cc2)nn1-c1cc(N2CCOCC2)ccc1[N+](=O)[O-]
-12.0%,CCCOc1ccc(CNC(=O)C(CC)n2nc(C)c3sc4ccccc4c3c2=O)cc1 (stereo not given)
i,COc1cc(Nc2ncc3c(n2)CCN(Cc2cc(F)cc(F)c2)C3)cc(OC)c1
14.4%,COc1ccc(-c2nc3c(c(-c4ccccc4)n2)CN(C(=O)C(C)(C)C)CC3)cc1
1.4%,CCCCCCn1nc(C(=O)Nc2ccc(OC)c(OC(F)F)c2)c2ccccc2c1=O
28.8%,CC(C)C(C)(C#N)NC(=O)CCc1ccccc1 (stereo not given)

In a second layout: 4 of the compounds above
> Cc1ccccc1OCc1ccc(-c2nc(C#N)c(N(C)C)o2)o1
  KDM5B inh = 0.4%

> CCn1nc(CC(C)C)cc1C(=O)N1C[C@@H](NC(C)=O)[C@H](C(C)C)C1
  KDM5B inh = 35.5µM*

> COCCNC(=O)c1ccc(OC2CCN(Cc3cccc4c3OCO4)CC2)c(Cl)c1
  KDM5B inh = -23.4%

> O=c1c2ccccc2c(-c2ccc(Cl)cc2)nn1-c1cc(N2CCOCC2)ccc1[N+](=O)[O-]
  KDM5B inh = -21.9%

Bioassay records: PubChem BioAssay, National Center for Advancing Translational Sciences (NCATS)

The list is partial. The share of hits here may be higher or lower than overall.
